Mdm2-MdmX inh – disrupts the human Mdm2-MdmX interaction; O15151+Q00987; AID 485346; hit rate 3% among 330,000; inhibition, % at 8 µM; SaOS-2 split-luciferase Mdm2/MdmX complementation, luminescence;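 active = inhibition of at least 50% at 8 µM in the primary screen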
Gli-Sufu block – Gli-Sufu pathway antagonism; Sufu-KO-LIGHT fibroblasts, Gli luciferase reporter luminescence; inhibition, % at 5 µM; hit rate 0.74% among 340,000; AID 588413;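 active = inhibition above about 55%, limit read from the data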;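 note: 0% = DMSO-treated cells and 100% = wells with medium but no cells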
CHOP UPR activ – apoptotic UPR (CHOP) activation | CHO-CHOP luciferase reporter, luminescence; percent of tunicamycin response over DMSO baseline | activation, % at 10 µM | hit rate 0.34% among 330,000 | AID 449763;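 active = at 10 µM dose, activation of 40% or more, normalized to positive control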;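 note: 100% = tunicamycin at 10 µg/mL and 0% = DMSO alone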
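Evaluation: % reporter activation, DMSO baseline versus tunicamycin full activation; System: CHO-CHOP luciferase reporter cell line; Input: 500 cells/well; Incubation: 6 h compound treatment, 37 °C; Measured by: Steady-Glo luciferase luminescence; Dosing: one dose, 10 µM in 0.5% DMSO; Buffer or medium: F12 medium, 10% FBS; Benchmarks: positive tunicamycin 10 µg/mL, negative DMSO alone.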
697 NFkB inh – inhibitors of the PMA/ionomycin-induced NF-kB reporter in 697 B cells; 697 B-cell NF-kB luciferase reporter, 16 h; inhibition, % at 4 µM; hit rate 0.33% among 330,000; AID 435022; in the data active = inhibition above about 35%
XBP1 UPR activ – activators of adaptive arm of unfolded protein response (XBP1) | activation, % at 20 µM | hit rate 0.33% among 330,000 | CHO-XBP1 luciferase reporter, IRE1-XBP1 UPR activation, luminescence; percent of tunicamycin response, DMSO as zero;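 active = versus positive control, 20 µM dose yields 30% or more activation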;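 note: 100% = tunicamycin at 10 µg/mL and 0% = DMSO only wells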
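Material: CHO cell line with stable XBP1 luciferase reporter; buffer or medium: F12 medium containing 10% fetal bovine serum; compound: single point, 20 µM final compound, 1% DMSO; incubation: 6 h treatment, 37 °C; measured by: glow luminescence from Steady-Glo reagent; evaluation: activation, % of tunicamycin; control set: tunicamycin high, DMSO low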
CCR6 antagonist – antagonists of human CCR6 receptor; hit rate 0.49% among 340,000; CHO-K1 CCR6 PathHunter beta-arrestin, luminescence, CCL20-stimulated; AID 493098; inhibition, % at 20 µM;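 active = compounds whose inhibition of the agonist-driven luminescence signal at 20 µM reaches about 50%, limit read from the data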;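 note: cells stimulated with CCL20 at 14 nM final; plate controls were DMSO with CCL20 for no effect and DMSO without agonist for full effect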
Target sequence (P51684 whole entry, looked up): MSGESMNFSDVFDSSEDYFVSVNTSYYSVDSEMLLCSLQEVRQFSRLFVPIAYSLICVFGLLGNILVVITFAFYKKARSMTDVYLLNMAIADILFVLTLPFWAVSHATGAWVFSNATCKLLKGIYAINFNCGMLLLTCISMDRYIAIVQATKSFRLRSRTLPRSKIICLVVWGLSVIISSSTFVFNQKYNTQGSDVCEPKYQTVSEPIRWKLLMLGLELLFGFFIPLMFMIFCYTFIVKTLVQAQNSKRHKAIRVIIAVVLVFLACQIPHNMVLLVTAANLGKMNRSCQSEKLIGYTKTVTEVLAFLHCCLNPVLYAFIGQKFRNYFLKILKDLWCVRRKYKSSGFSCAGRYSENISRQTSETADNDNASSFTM
EBI2 antag – EBI2 (human) antagonism; EBI2 beta-arrestin recruitment, luminescence, 7a,25-OHC stimulated; inhibition, % at 5 µM; hit rate 0.81% among 360,000; in the data active = inhibition above about 38%;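 note: enzyme fragment complementation signal reports receptor beta-arrestin coupling in cells; 0% = agonist plus DMSO wells and 100% = wells without agonist; some results beyond the cut were filed as inactive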
Target sequence (P32249 whole entry, looked up, the tested form may be a part): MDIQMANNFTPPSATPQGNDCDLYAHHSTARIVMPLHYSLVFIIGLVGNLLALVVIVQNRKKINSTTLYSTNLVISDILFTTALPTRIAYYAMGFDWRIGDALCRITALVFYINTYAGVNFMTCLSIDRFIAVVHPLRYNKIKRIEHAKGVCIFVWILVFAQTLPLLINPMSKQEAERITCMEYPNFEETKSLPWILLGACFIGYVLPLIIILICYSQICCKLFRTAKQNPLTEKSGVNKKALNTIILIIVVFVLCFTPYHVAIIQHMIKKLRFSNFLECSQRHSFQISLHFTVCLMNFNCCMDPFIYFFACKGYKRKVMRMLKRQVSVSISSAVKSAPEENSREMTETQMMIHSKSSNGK
Jurkat NFkB inh – inhibitors of the PMA/ionomycin-induced NF-kB reporter in Jurkat cells; PMA/ionomycin-induced NF-kB luciferase reporter, luminescence; AID 435003; inhibition, % at 4 µM; hit rate 0.53% among 330,000; in the data active = inhibition above about 50%
CXCR6 inh – inhibitors of human CXCR6 receptor | hit rate 0.36% among 360,000 | AID 602244 | inhibition, % at 20 µM | CHO-K1 PathHunter CXCR6 beta-arrestin, luminescence; in the data active = inhibition above about 34%, passing the limit was not always enough;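 note: antagonist mode with CXCL16 agonist at 10 nM final; 0% = 10 nM CXCL16 with DMSO and 100% = unstimulated wells without agonist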
Active calls of the source: *; · = not tested or not shown.

SMILES	Mdm2-MdmX inh	Gli-Sufu block	CHOP UPR activ	697 NFkB inh	XBP1 UPR activ	CCR6 antagonist	EBI2 antag	Jurkat NFkB inh	CXCR6 inh
O=C(/C=C/c1ccc(F)cc1)NCCCN1CCN(CCCNC(=O)/C=C/c2ccc(F)cc2)CC1	26	10	-0.3	13	-2	20	24	13	6
Cc1ccc(C2NC(=O)c3c(sc4c3CCN(C)C4)N2)o1 (configuration not stated)	-4	-2	1.5	11	-3	5	0	-1	-3
CCn1cc(CN2CCCC(C(=O)Nc3ccc(-c4cscn4)cc3)C2)c(C)n1 (configuration not stated)	-7	13	1.7	-7	-1	12	8	0	-3
COc1ccccc1Cn1c(=S)[nH]c2cc(C(=O)N3CCCC3)ccc2c1=O	25	-2	-1.6	-4	-4	11	-11	12	1
O=C(COc1ccccc1CNCc1ccccc1)Nc1ccccc1	10	11	3.5	14	2	4	11	12	-1
Cc1cccc(-n2c(SCC(=O)O)nc3sc4c(c3c2=O)CCCC4)c1	4	2	-0.4	11	1	2	8	7	-2
Cc1cc(S(=O)(=O)N2CCOCC2)ccc1OCC(=O)N1CCOCC1	-25	-2	-0.6	-14	5	-3	-8	-21	-4
c1ccc2c(SCc3cn4cccnc4n3)ncnc2c1	18	7	-1.5	20	1	2	-4	6	3
O=C1N(CCCl)c2ccc(Br)cc2C12OCCO2	-12	3	-1.6	-8	-2	11	-6	-15	9
Nc1nc2ccccc2n1CCOc1ccc(Br)cc1	15	1	-1.7	-12	1	-18	-6	9	-8
COc1cccc(NC(=S)N2CCC(NC(=O)c3ccco3)CC2)c1	15	-17	1.9	8	0	13	2	11	-2
Cc1cc(NC(=O)c2cn(C3CCCCC3)c(=O)c3c2c2ccccc2n3C)no1	5	14	6.4	7	-2	11	16	19	-1
CC(=O)N1c2c(cc(Br)cc2S(=O)(=O)NCC2COc3ccccc3O2)CC1C (configuration not stated)	9	5	-2.5	-21	0	4	9	5	-3
CCOC(=O)C1=C(COC(=O)Cc2ccc(Cl)cc2)NC(=O)NC1C (configuration not stated)	8	0	-1.5	-1	0	0	-1	6	0
Cc1cc(-c2cccs2)n[nH]1	-6	-5	0.5	15	0	5	-7	3	-3

Three compounds drawn at random from the list so far, as already listed:
SMILES	Mdm2-MdmX inh	Gli-Sufu block	CHOP UPR activ	697 NFkB inh	XBP1 UPR activ	CCR6 antagonist	EBI2 antag	Jurkat NFkB inh	CXCR6 inh
O=C(COc1ccccc1CNCc1ccccc1)Nc1ccccc1	10	11	3.5	14	2	4	11	12	-1
Cc1cc(NC(=O)c2cn(C3CCCCC3)c(=O)c3c2c2ccccc2n3C)no1	5	14	6.4	7	-2	11	16	19	-1
CC(=O)N1c2c(cc(Br)cc2S(=O)(=O)NCC2COc3ccccc3O2)CC1C (configuration not stated)	9	5	-2.5	-21	0	4	9	5	-3

Further results follow.
SMILES	Mdm2-MdmX inh	Gli-Sufu block	CHOP UPR activ	697 NFkB inh	XBP1 UPR activ	CCR6 antagonist	EBI2 antag	Jurkat NFkB inh	CXCR6 inh
COC(=O)[C@H](CCSC)NC(=O)NCc1ccccc1F	13	-1	-0.1	17	-3	-11	-2	9	-2
CCOC(=O)C(NC(=O)N1CCCCC1)(c1ccccc1)C(F)(F)F (configuration not stated)	19	-4	0.2	-31	-1	15	4	-15	1
CCc1ccc(NC(=O)C(C)OC(=O)CCC(=O)c2cccs2)cc1 (configuration not stated)	23	-9	1.9	4	0	12	5	2	3
Cc1ccc(C)c(NC(=S)N/N=C2\CCc3ccccc32)c1	30	-11	1.6	-2	-2	17	5	-10	15
Cc1ccnc(NS(=O)(=O)c2ccc(NC(=O)C34CC5CC(CC(C5)C3)C4)cc2)n1	1	0	0.4	-45	-2	0	-3	-2	2
c1ccc(CNc2ncnc3sc4c(c23)CCC4)nc1	31	-4	-1.7	2	1	8	-6	6	3
CCC(C)(C)NC(=O)CN(C(=O)CNS(=O)(=O)c1ccccc1)c1ccc2c(c1)OCCO2	-9	-14	0.3	11	-1	14	-10	6	5
Nc1c(C=C2C=CC(=O)C=C2)c(=O)nc2sc(CC(=O)N3CCOCC3)nn12	-6	15	0.5	-10	-5	-8	1	1	-4
Cc1ccc(OCC(=O)NNC(=O)CSc2nnc(-c3ccc(C)cc3)n2C)cc1	2	-2	2.3	10	0	2	75*	-9	-2
NNC(=O)Cn1c(-c2ccccc2)cc2ccccc21	-8	15	0.6	-3	-6	-1	-1	0	5
Cc1ccccc1Nc1scc(-c2ccc(Cl)cc2)[n+]1-c1ccccc1C	·	6	·	·	·	20	25	·	3
COc1ccc(-c2nc3cc(C)ccn3c2NCC2CCCO2)cc1OC (configuration not stated)	28	-3	0.5	10	0	6	-5	14	-1
CCOc1cccc2sc(N(CCCN(C)C)C(=O)c3ccc(S(=O)(=O)N(CC)Cc4ccccc4)cc3)nc12	84*	31	9.1	-85	43*	6	13	12	5
COc1ccc(-n2nnnc2/C=C\Nc2ccccc2C(=O)c2ccccc2)cc1	24	5	0.0	-27	3	9	11	53*	14
COC(=O)C1=C[C@@H](C(=O)OC)[C@@H]2C3=C(C(=O)[C@]2(CC(C)C)NC(=O)c2ccccc2)[C@H](C)n2c(=O)n(-c4ccccc4)c(=O)n2[C@@H]3C1	-12	-1	-1.9	25	-1	4	-6	-13	1
CN(C)C(=O)Cn1c(SCC(=O)NC2CCCCC2)nc2ccccc21	2	17	2.8	19	-6	1	-6	8	2
COc1ccc(C(=O)Nc2ccccc2NC(=O)c2ccco2)c(OC)c1	13	1	-0.8	2	-1	16	5	-9	15
O=C(NC(=S)N1CCN(Cc2ccc3c(c2)OCO3)CC1)c1ccc(Cl)cc1	3	9	0.4	-3	3	32	5	-18	19
CCOc1nc(-c2ccccc2)ccc1-c1noc(-c2ccc(OC)c(OC)c2)n1	·	-1	·	·	·	-5	36	·	0
CC(C)=C1SC(N2CCN(c3cccc(Cl)c3)CC2)=NC1=O	15	5	0.4	12	-3	0	-2	10	-13
COc1ccc(-c2nc(CS(=O)CC(=O)NC3CCCCC3)c(C)o2)cc1 (configuration not stated)	-17	13	0.4	-16	-1	2	5	-14	-15
O=c1c(-c2ccnn2-c2cccc(Cl)c2)cnc2n1CCS2	-13	-5	0.2	-37	-3	5	-14	-3	2
Cc1ccc(F)cc1NC(=O)C1CCCN(c2ncccn2)C1 (configuration not stated)	1	-2	1.1	9	0	3	2	1	1
COc1ccc(CC(=O)O/N=C(\N)c2ccc(C)cc2)cc1	-22	-24	1.7	-39	2	6	-4	-34	-8
Cc1ccc(N(Cc2ccccc2)C(=O)CN2C(=O)NC3(CCCC3)C2=O)cc1	22	2	4.6	7	-2	10	-6	-4	-2
Cc1nc2ccc(NC(=O)c3ccc(Cl)s3)cc2s1	-105	-80	8.0	-191	1	0	7	-174	-5
CCC(=O)NC(Nc1ncc(C)s1)(C(=O)OC)C(F)(F)F (configuration not stated)	-16	5	1.5	10	2	2	6	2	-3
CCc1cccc(C)c1NC(=O)CCCn1c(=O)c2cccn2c2cccnc21	16	-7	-1.0	-1	-2	14	-8	1	5
Cc1cnc(NC(=O)c2ccc(OCC3CCCO3)cc2)s1 (configuration not stated)	-9	-66	-5.7	-105	-7	2	-4	-85	3
Cc1nc(Cc2ccc(OC(C)C)cc2)[nH]c(=O)c1CC(=O)O	-20	28	0.7	9	-3	-8	-9	0	-9
Cc1ccc(S(=O)(=O)NCCSc2ccccc2)cc1[N+](=O)[O-]	5	-5	-1.6	13	-1	14	-7	5	-4
COc1ccccc1/C=C/CN1CCC(n2nccc2NC(=O)CCc2ccccc2)CC1	43	43	5.1	1	-4	6	-2	21	-2
FC(F)(F)c1cccc(N2CCN(c3nnnn3-c3ccccc3)CC2)c1	25	7	-1.5	-3	-3	43	0	-1	1
Fc1ccc(C2CC(c3cccs3)=NN2c2ccccc2)cc1 (configuration not stated)	13	2	0.5	-4	-2	2	11	8	-9
CCOC(=O)C(C)(C)Sc1nc2c(cnn2-c2ccc(Cl)cc2)c(=O)[nH]1	-33	-6	-0.2	-6	0	-6	-3	-5	6
COCCN(C(=O)CCc1ccccc1OC)c1nnc(-c2cccnc2)s1	-7	4	0.7	-27	-2	2	0	-6	-14
O=C(NCC1CCCCC1)NCC1CCCCC1	·	-40	·	·	·	11	1	·	-5
O=C(NCCCn1ccnc1)/C(=C/c1ccc(Cl)cc1)NC(=O)c1ccccc1	-1	-11	2.7	1	0	9	-4	8	8
Oc1ccc(-c2csc(-c3ccccc3)n2)cc1O	11	-32	143*	-159	13	-9	-2	14	-5
Cc1sc2ncnc(N3CCC(C(=O)N(C)CC(=O)Nc4ccc(Cl)c(C(F)(F)F)c4)CC3)c2c1C	81*	8	6.6	12	-4	·	22	10	-6
O=C(CN1CCOCC1)NCc1cc([N+](=O)[O-])ccc1O	12	55*	2.5	-11	-3	11	-1	-1	2
CC(=O)c1ccc(NC(=O)COC(=O)c2ccc(F)cc2F)cc1	4	-11	2.0	1	0	10	-1	10	-1
Cc1nc(NC(=O)c2ccccc2)sc1C1(C)CC(c2c(Cl)cccc2Cl)=NO1 (configuration not stated)	23	-1	-0.6	-39	-2	11	7	5	0
CCN1C(=O)CSC1=Nc1ccc(Cl)c(Cl)c1	23	8	1.7	-11	-3	23	13	8	13
Cc1cc(C(=O)N/N=C/c2ccncc2)c2ccccc2n1	-20	11	0.2	-1	-1	10	5	12	-6
CCOc1ccc(-c2csc(NNC3=NCCCCC3)n2)cc1	-26	-6	0.0	-8	6	40	10	-23	12
Cc1cc(S(=O)(=O)NCC(C)C)ccc1OCC(=O)NC1CC1	18	-6	2.2	21	0	3	5	5	-7
Fc1cccc(CNC2CCN(CCc3ccccc3)CC2)c1	-4	14	0.2	-16	-5	15	-6	2	-5
O=C1C2C3C=CC([C@@H]2C(=O)N1C1CCCCC1)[C@H]1C(=O)N(C2CCCCC2)C(=O)C31 (some centres not stated)	2	2	2.0	1	-1	-1	-8	1	3
CC(C)OC(=O)c1cc(NC(=S)Nc2ccc([N+](=O)[O-])cc2)cc(C(=O)OC(C)C)c1	22	-2	29	10	2	30	8	-7	16
O=C(NC1CCCCC1)C(=S)NCCc1ccccc1	-17	-37	2.5	-5	1	2	6	-23	-1
O=C(CCS(=O)(=O)c1ccc(Cl)cc1)Nc1nc(-c2cccnc2)cs1	70*	1	1.1	-8	-2	11	-11	4	-3
O=[N+]([O-])c1ccc2oc(-c3cccc(O)c3)nc2c1	-355	6	4.9	-158	0	3	-3	-227	-10
CNC(=S)Nc1ccc(N2CCCC2)c(S(=O)(=O)Nc2ccc(OC)cc2)c1	13	-22	-0.9	17	-2	5	-6	14	-2
O=C(Nc1ccccc1)Nc1ccc2ocnc2c1	-8	-68	3.6	-32	4	0	2	-17	0
COC(=O)c1cc(-c2cccc(OC)c2)c2c(=O)[nH]c(=O)n(C)c2n1	29	2	-0.5	-23	10	4	-3	-4	0
O=C(O)c1ccccc1C(=O)NCc1cccnc1	11	-5	3.1	3	1	-12	-12	5	-5
